# All columns: NCI-60 one-dose screen, growth in % after 48 h at 10 µM unless noted; 100 = growth as untreated, 0 = no growth, -100 = all killed.
# OVCAR-8 = OVCAR-8 ovarian cancer | actives 4.4% (n = 81,000)
# SNB-19 = SNB-19 CNS cancer cells. AID 1794751. actives 2.5% (n = 81,000)
# PC-3 = PC-3 prostate cancer cells | actives 3.9% (n = 80,000) | AID 1794754
# SF-295 = SF-295 CNS cancer cells. actives 5.6% (n = 79,000)
# U251 = U251 CNS tumor cells; actives 5.4% (n = 80,000)
# SF-268 = SF-268 CNS cancer cells. actives 3.1% (n = 82,000). AID 1794759
# SF-539 = SF-539 CNS cancer; actives 6.8% (n = 81,000)
# DU-145 = DU-145 prostate cancer | actives 4.2% (n = 81,000)
# * = called active by the depositor; / = not tested or not shown; [ ] = another dose, or the depositor's remark. How the source made its calls: active means growth percent below 10; inactive means the rest.
(1) O=[N+]([O-])c1cccc(Cl)c1O
(2) CNC(=O)Oc1c(OC)cccc1OC
(3) CC12CCC3C(C(=O)CC4CC(O)CCC43C)C1CCC2=O (configuration not stated)
(4) CC12CCC3C(CCC4CC=CCC43C)C1CCC2=O (configuration not stated)
(5) Cc1ncc(C(=O)O)n1C(C)c1ccccc1 (configuration not stated)
(6) O=CN1N=C(c2ccc(Br)cc2)CC1c1sc(N(CCCl)CCCl)nc1Cl (configuration not stated)
(7) O=C(NP(=O)(N1CC1)N1CC1)OCc1ccccc1
(8) O=C1/C(=C/c2cn(Cc3ccc(Br)cc3)c3ncccc23)N2CCC1CC2

Screen / compound no.,1,2,3,4,5,6,7,8
OVCAR-8,105,101,98,104,105,93,99,94
SNB-19,102,102,107,97,106,89,107,91
PC-3,96,95,103,93,100,76,96,83
SF-295,102,101,/,103,97,95,88,96
U251,108,95,87,95,102,89,97,77
SF-268,108,104,92,94,106,92,102,88
SF-539,99,101,112,96,102,102,99,97
DU-145,116,103,108,111,113,103,131,100

(9) Cc1cc[c-]cc1.Fc1c[c-]c(-c2ccccn2)c(F)c1.N#CCC[PH+](CCC#N)c1ccccc1.[Pt+2]
(10) O=C(O)CCOC(C[N+](=O)[O-])C(Cl)(Cl)Cl (configuration not stated)
(11) C#C[C@]1(O)CC[C@H]2[C@H]3[C@H](CC[C@@]21C)[C@H]1CCC(=O)C=C1C[C@H]3C
(12) C#CC1(O)CCC2C3CC=C4CC(O)CCC4(C)C3CCC21C (configuration not stated)
(13) CCCOP(=S)(N1CC1C)N1CC1(C)C (configuration not stated)
(14) CN(C)P(=O)(NC(NC=O)C(Cl)(Cl)Cl)N(C)C (configuration not stated)
(15) C[C@]12CCC(=O)C[C@@H]1CC[C@@H]1[C@@H]2CC[C@]2(C)[C@@H](OC(=O)N(CCCl)N=O)CC[C@@H]12
(16) CC(C)COC(C(=O)OCCN(C)C)(c1ccccc1)c1ccccc1

Screen / compound no.,9,10,11,12,13,14,15,16
OVCAR-8,41,/,102,100,107,103,28,110
SNB-19,62,105,104,98,94,99,31,106
PC-3,29,105,103,90,104,105,36,88
SF-295,85,103,100,97,93,117,-30*,117
U251,57,/,104,/,108,100,16,100
SF-268,46,111,108,95,110,108,13,103
SF-539,48,/,99,96,108,96,-29*,104
DU-145,58,111,110,104,111,130,-53*,108

(17) ClCCN(CCCl)c1ccc(CNc2ccccc2)cc1
(18) Cc1c(Cl)cc([N+](=O)[O-])c(O)c1[N+](=O)[O-]
(19) C#CC1(O)CCC2(C)C(CCC3C4CCC(=O)C4(C)CCC32)C1 (configuration not stated)
(20) CC(=O)O[C@H](C[C@H](C(C)C)N(C)C(=O)[C@@H](NC(=O)[C@H]1CCCN1C)C(C)C)c1nc(C(=O)N[C@@H](Cc2ccccc2)C[C@H](C)C(=O)O)c(C)s1
(21) C[C@]12CCC(O)CC1=CCC1C2CC[C@]2(C)C(=O)/C(=C/c3cnc[nH]3)CC12 (some centres not stated)
(22) O1[As]2O[As]3O[As]1O[As](O2)O3
(23) S=P1(c2ccccc2)Nc2ccccc2S1 (configuration not stated)
(24) CN1C(=O)C(=Cc2cn(-c3nc(N4CCOCC4)nc(N4CCOCC4)n3)c3ccccc23)C(=O)N(C)C1=O

Screen / compound no.,17,18,19,20,21,22,23,24
OVCAR-8,64,99,98,18,106,4.6*,118,107
SNB-19,70,98,95,33,115,-2.5*,112,101
PC-3,63,95,91,19,91,11,100,93
SF-295,15,111,94,11,103,4.6*,105,98
U251,48,98,94,5.5*,100,-69*,104,111
SF-268,44,100,98,30,105,5.4*,104,97
SF-539,44,101,97,-3.2*,99,-4.3*,101,105
DU-145,40,118,109,15,112,/,117,105

(25) CN(C)CC(=O)c1ccc(O)c(O)c1
(26) COc1cc(C)c(C[N+](C)(C)C)c(OC)c1
(27) CCCCCN(CCCCC)CC(O)c1cc(Cl)c(Cl)cc1C (configuration not stated)
(28) CN(C)CCCOc1ccc2c(c1)c(C(=O)C(=O)NCCO)cn2Cc1ccccc1
(29) O=c1[nH]c(N2C[C@@H]3C[C@H](C2)c2cccc(=O)n2C3)nc2sc3c(c12)CCCC3
(30) CCOC(=O)C1(c2ccccc2)CCN(CC(=O)c2ccc(NC(C)=O)cc2)CC1
(31) NNc1n[nH]c(N)n1
(32) ClCCN1c2ccccc2Oc2ccc3ccccc3c21

Screen / compound no.,25,26,27,28,29,30,31,32
OVCAR-8,116,108,92,98,95,110,100,106
SNB-19,107,106,90,102,94,102,105,99
PC-3,129,98,84,105,85,87,104,89
SF-295,101,122,84,103,101,110,100,101
U251,103,103,87,96,93,99,96,104
SF-268,109,111,88,98,100,116,100,108
SF-539,88,107,105,103,95,113,99,97
DU-145,118,110,111,106,102,123,103,105

(33) CCOC(=O)C(C#N)c1ccccc1 (configuration not stated)
(34) Nc1nnc(N)n1N
(35) CN(C/C=C/CN(C)P(=S)(N1CC1)N1CC1)P(=S)(N1CC1)N1CC1
(36) Nc1nc(N)nc(NC2CC2)n1
(37) NC(=NCc1ccccc1)N[N+](=O)[O-]
(38) C=C1C[C@](OC)([C@H](O)C(=O)N[C@@H](OC)[C@@H]2C[C@@H](O)C(C)(C)[C@@H](C[C@@H](COC)OC)O2)O[C@H](C)[C@@H]1C
(39) CNC(=O)O/N=C(C)/C(C)=N/OC(=O)NC
(40) O=C(O)c1c(Cl)n(Cc2ccc(O)cc2)c2ccc(O)cc12

Screen / compound no.,33,34,35,36,37,38,39,40
OVCAR-8,103,96,87,92,95,-21*,102,103
SNB-19,107,101,101,98,103,-11*,106,106
PC-3,93,97,77,92,98,-25*,96,72
SF-295,100,95,96,124,103,-51*,95,101
U251,99,102,91,86,100,-62*,98,106
SF-268,104,102,90,93,102,-32*,120,101
SF-539,116,99,103,99,99,-66*,96,99
DU-145,103,112,97,/,105,-50*,118,111

(41) Cc1ccc(C(=O)NCCCOc2ccc(N)cc2Cl)cc1S(=O)(=O)F
(42) COc1cc([N+](=O)[O-])c2nc(C)ccc2c1[N+](=O)[O-]
(43) Cc1ccc(S(=O)(=O)N(C)N=O)cc1
(44) CC1=C(C)CN2CC(C#N)=C(N)C2C1 (configuration not stated)
(45) Cc1ccc(N)cc1N
(46) Nc1nc(N)c(-c2ccc(Cl)cc2)c(COc2cccc(NC(=O)c3cccc(S(=O)(=O)F)c3)c2)n1
(47) O=C(Cc1ccc([N+](=O)[O-])cc1)Nc1ccc(S(=O)(=O)F)cc1
(48) CN[C@@H](c1ccccc1)[C@H](O)c1ccccc1

Screen / compound no.,41,42,43,44,45,46,47,48
OVCAR-8,101,89,99,96,101,93,89,102
SNB-19,95,95,107,95,100,110,90,110
PC-3,105,94,94,97,100,91,83,105
SF-295,86,132,99,96,111,/,87,88
U251,/,90,102,/,105,94,/,100
SF-268,102,98,103,116,96,93,97,97
SF-539,103,118,99,/,107,96,85,90
DU-145,107,85,111,120,102,109,113,104

(49) O=c1ccc(=O)[nH][nH]1
(50) COc1ccc(COC(=O)C2C(C=C(C)C)C2(C)C)cc1 (configuration not stated)
(51) CC1(C2CCOC2=O)OCCO1 (configuration not stated)
(52) O=C(N/N=C\c1ccc(N(CCCl)CCCl)cc1)C(=O)c1c[nH]c2ccccc12
(53) Cc1cccc(N2CCC3(CC2)C(=O)NC(=O)NC3=O)c1
(54) C[C@]12CC[C@H]3[C@@H](CCC4=CC(=O)CC[C@@]43C=O)[C@@H]1CCC2=O
(55) CC(C)c1ccc(O)cc1
(56) ClCCN(CCCl)c1ccc(C2=NCCc3ccccc32)cc1

Screen / compound no.,49,50,51,52,53,54,55,56
OVCAR-8,107,103,102,78,106,98,105,74
SNB-19,106,102,100,89,100,102,98,98
PC-3,106,94,97,58,110,81,94,58
SF-295,131,99,127,45,123,94,133,72
U251,109,94,100,56,100,94,102,71
SF-268,113,105,102,63,113,111,106,81
SF-539,99,96,95,76,109,93,105,80
DU-145,123,/,110,70,115,115,123,91

(57) Cc1ccccc1N1CCN(C(C)C#N)CC1 (configuration not stated)
(58) Cc1cccc(CN2CCNCC2)c1
(59) Nc1ccc(OCc2ccc(C(=O)Nc3cccc(S(=O)(=O)F)c3)cc2)c(Cl)c1
(60) CC1(C)N=C(N)N=C(N)N1c1ccc(C(=O)Nc2cccc(S(=O)(=O)F)c2)cc1
(61) CCCCC/C=C/C(C)=C/C1CC(C)C/C=C/CCC(O)C(OC(N)=O)CCC(C)CC(OC(N)=O)C(C)C(=O)O1 (configuration not stated)
(62) C#CC[Se]C(=O)c1ccc2n[se]nc2c1
(63) Cn1ncc(Nc2ccc(CCN)cc2)c(Cl)c1=O
(64) CCCCCCCC(=O)P(=O)(OCC)OCC

Screen / compound no.,57,58,59,60,61,62,63,64
OVCAR-8,107,105,87,97,106,75,101,105
SNB-19,93,102,81,92,179,80,102,96
PC-3,96,94,51,102,89,40,86,94
SF-295,105,104,/,95,69,25,93,137
U251,95,99,99,/,91,73,104,107
SF-268,104,96,88,125,107,89,114,100
SF-539,89,106,96,90,96,40,96,99
DU-145,121,112,84,118,73,72,119,125

# 15 entries already listed, arranged by count of non-hydrogen atoms, ascending:
(31) NNc1n[nH]c(N)n1
(45) Cc1ccc(N)cc1N
(1) O=[N+]([O-])c1cccc(Cl)c1O
(33) CCOC(=O)C(C#N)c1ccccc1 (configuration not stated)
(13) CCCOP(=S)(N1CC1C)N1CC1(C)C (configuration not stated)
(23) S=P1(c2ccccc2)Nc2ccccc2S1 (configuration not stated)
(48) CN[C@@H](c1ccccc1)[C@H](O)c1ccccc1
(4) CC12CCC3C(CCC4CC=CCC43C)C1CCC2=O (configuration not stated)
(50) COc1ccc(COC(=O)C2C(C=C(C)C)C2(C)C)cc1 (configuration not stated)
(41) Cc1ccc(C(=O)NCCCOc2ccc(N)cc2Cl)cc1S(=O)(=O)F

Screen / compound no.,31,45,1,33,13,23,48,4,50,41
OVCAR-8,100,101,105,103,107,118,102,104,103,101
SNB-19,105,100,102,107,94,112,110,97,102,95
PC-3,104,100,96,93,104,100,105,93,94,105
SF-295,100,111,102,100,93,105,88,103,99,86
U251,96,105,108,99,108,104,100,95,94,/
SF-268,100,96,108,104,110,104,97,94,105,102
SF-539,99,107,99,116,108,101,90,96,96,103
DU-145,103,102,116,103,111,117,104,111,/,107

(6) O=CN1N=C(c2ccc(Br)cc2)CC1c1sc(N(CCCl)CCCl)nc1Cl (configuration not stated)
(60) CC1(C)N=C(N)N=C(N)N1c1ccc(C(=O)Nc2cccc(S(=O)(=O)F)c2)cc1
(46) Nc1nc(N)c(-c2ccc(Cl)cc2)c(COc2cccc(NC(=O)c3cccc(S(=O)(=O)F)c3)c2)n1
(9) Cc1cc[c-]cc1.Fc1c[c-]c(-c2ccccn2)c(F)c1.N#CCC[PH+](CCC#N)c1ccccc1.[Pt+2]
(20) CC(=O)O[C@H](C[C@H](C(C)C)N(C)C(=O)[C@@H](NC(=O)[C@H]1CCCN1C)C(C)C)c1nc(C(=O)N[C@@H](Cc2ccccc2)C[C@H](C)C(=O)O)c(C)s1

Screen / compound no.,6,60,46,9,20
OVCAR-8,93,97,93,41,18
SNB-19,89,92,110,62,33
PC-3,76,102,91,29,19
SF-295,95,95,/,85,11
U251,89,/,94,57,5.5*
SF-268,92,125,93,46,30
SF-539,102,90,96,48,-3.2*
DU-145,103,118,109,58,15

# Next part
(65) C[C@]12CCC(=O)C[C@@H]1CC[C@@H]1[C@@H]2CC[C@]2(C)OC(=O)CC[C@@H]12
(66) CCCCCCCCCCOc1ccc(C(=O)Oc2ccc(CSP(=O)(OCC3OC(n4cnc5c(N)ncnc54)C(F)C3O)OC3C(CO)OC(n4ccc(=O)[nH]c4=O)C3F)cc2)cc1 (configuration not stated)
(67) COc1cccc2c1c(C(=O)c1ccco1)cn2Cc1ccc(F)cc1
(68) CC[C@H](CC[C@@H](C)[C@H]1CC[C@H]2[C@@H]3CC[C@H]4C[C@]5(CC[C@]4(C)[C@H]3CC[C@]12C)OO[C@](C)(C(F)(F)F)O5)C(C)C
(69) CCCCOP(=O)(N1CCOCC1)N1CCOCC1
(70) COC(=O)CC(c1ccc(O)c(Cl)c1)c1c(O)c2ccccc2oc1=O (configuration not stated)
(71) O=C(CCCC1CCCCC1)OCC(Cl)(Cl)Cl
(72) NCCc1ccc(OCc2ccccc2)c(OCc2ccccc2)c1

Screen / compound no.,65,66,67,68,69,70,71,72
OVCAR-8,107,77,108,97,105,98[8.25 µM],110,79
SNB-19,113,94,119,90,99,88[8.25 µM],106,95
PC-3,99,63,105,94,97,98[8.25 µM],91,74
SF-295,114,95,122,95,108,103[8.25 µM],102,97
U251,100,91,112,100,115,97[8.25 µM],97,44
SF-268,110,94,114,87,97,97[8.25 µM],97,89
SF-539,106,101,113,98,104,93[8.25 µM],104,93
DU-145,115,96,100,97,109,108[8.25 µM],105,97

(73) O=C(CI)Nc1ccc(Br)cc1
(74) CCOC(=O)/C=C(/OP(=O)(OCC)OCC)C(=O)OCC
(75) O=c1ccc2cc(OC3OC(CO)C(O)C(O)C3O)c(O)cc2o1 (configuration not stated)
(76) CCCCOC(=O)C1C(C=C(C)C)C1(C)C (configuration not stated)
(77) C[C@H]1CC[C@H]2[C@H](C1)c1c(O)cc(-c3cc4ccccc4s3)cc1OC2(C)C
(78) Oc1ccccc1-c1ccccc1O
(79) CNC(=O)Oc1cccc(C(F)(F)F)c1

Screen / compound no.,73,74,75,76,77,78,79
OVCAR-8,12,102,99,106,97,108,88
SNB-19,92,105,99,105,117,98,103
PC-3,87,102,97,74,85,108,104
SF-295,98,104,97,106,102,110,130
U251,-19*,97,95,98,99,106,114
SF-268,76,100,100,101,99,102,118
SF-539,96,107,99,99,93,126,122
DU-145,23,106,104,111,93,108,128

# Pulled by compound from the entries so far (2):
(75) O=c1ccc2cc(OC3OC(CO)C(O)C(O)C3O)c(O)cc2o1 (configuration not stated)
(78) Oc1ccccc1-c1ccccc1O

Screen / compound no.,75,78
OVCAR-8,99,108
SNB-19,99,98
PC-3,97,108
SF-295,97,110
U251,95,106
SF-268,100,102
SF-539,99,126
DU-145,104,108

# The list is partial; the hit share may differ from the screen's.
